Assay outcomes: PubChem BioAssay, Southern Research Specialized Biocontainment Screening Center
inhibitors of VEEV: inhibitors of VEEV TC-83 cytopathic effect, confirmation, Vero cells (AID 588727) | Vero cells, VEEV TC-83 cytopathic effect inhibition; higher % means a stronger effect | one-dose inhibition, % at 20 µM; IC50 in µM for titrated hits | hit rate 0.13% among 350,000; in the data active = a potency from the dose series; inconclusive = inhibition mostly from about 14% at the one dose, without a potency; inactive = the rest, 99 in 100 with inhibition below about 12%; also: strong numbers were not always called active
influenza NS1A: H1N1 influenza NS1A inhibitors, functional cell based assay (AID 504329) | NS1A functional cell-based assay, percent inhibition; higher % means a stronger effect | inhibition, % at 12.5 µM, or IC50 in µM where a hit was titrated | hit rate 0.3% among 340,000; in the data active = a potency from the dose series; inconclusive = inhibition above about 27% without an active follow-up result; also: strong numbers were not always called active
M. tuberculosis HTS: M. tuberculosis growth inhibition, HTS (AID 449762); M. tuberculosis H37Rv growth inhibition, 7H9 media; higher % means a stronger effect; inhibition, % at 25 µM, or IC50 in µM where a hit was titrated; hit rate 0.59% among 330,000; in the data active = a potency from the dose series; inconclusive = inhibition above about 70% without an active follow-up result;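 also: bacterial growth assessed after seven days of incubation; strong numbers were not always called active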
Salmonella PhoP GFP: PhoP regulon inhibitors, Salmonella typhi PhoP promoter GFP reporter, confirmatory (AID 1850). Salmonella Typhi PhoP-promoter GFP reporter, fluorescence, 4 h; higher % means a stronger effect. inhibition, % at 50 µM; hits with a dose series show IC50 in µM. hit rate 0.33% among 310,000; in the data active = a potency from the dose series; inconclusive = inhibition mostly from about 25% at the one dose, without a potency; inactive = the rest, 99 in 100 with inhibition below about 19%;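 also: 0% = induced wells with vehicle and 100% = uninduced wells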
tuberculosis growth: growth inhibition of non-replicating M. tuberculosis (AID 488890); Mycobacterium tuberculosis non-replicating, growth inhibition; higher % means a stronger effect; one-dose inhibition, % at 25 µM; IC50 in µM for titrated hits; hit rate 0.39% among 320,000; in the data active = a potency from the dose series; inconclusive = inhibition mostly from about 82% at the one dose, without a potency; inactive = the rest, 99 in 100 with inhibition below about 76%;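 also: plate controls were DMSO cells for no effect and high antibiotic wells for full effect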
inhibitors of VEEV 10K pilot screen: recorded beside inhibitors of VEEV, whose call it bears; inhibition, %; measured here: 10K pilot screen inhibition
* hit, by the source's call; i = inactive; ? = inconclusive; . = no result given; & = joins results of further samples.

Preview, 3 compounds:
SMILES	inhibitors of VEEV	influenza NS1A	M. tuberculosis HTS	Salmonella PhoP GFP	tuberculosis growth	others
O=C(Cn1cc(C(=O)C2CC2)c2ccccc21)NCc1ccc2c(c1)OCO2	8.1%	4%	-5%	6%	4%
COc1cc(O)ccc1C(=O)CCc1ccc(O)cc1	5.6%	2%	6%	-3%	15%
CCOC(=O)C1=C(CC)Nc2ccccc2N=C1NC(=O)c1ccc(S(=O)(=O)N2CCCC2)cc1	7.9%	5%	-2%	-8%	32%

This part in full, previewed entries included:
SMILES	inhibitors of VEEV	influenza NS1A	M. tuberculosis HTS	Salmonella PhoP GFP	tuberculosis growth	others
O=C(Cn1cc(C(=O)C2CC2)c2ccccc21)NCc1ccc2c(c1)OCO2	8.1%	4%	-5%	6%	4%
COc1cc(O)ccc1C(=O)CCc1ccc(O)cc1	5.6%	2%	6%	-3%	15%
CCOC(=O)C1=C(CC)Nc2ccccc2N=C1NC(=O)c1ccc(S(=O)(=O)N2CCCC2)cc1	7.9%	5%	-2%	-8%	32%
NC1=NC[C@H](Cc2ccc(O)cc2)N1CCCCC1CCCCC1	2.3%	9%	?	18µM*	?	inhibitors of VEEV 10K pilot screen=2.0
COc1ccc(OC)c(S(=O)(=O)N2CCC(C(=O)NC(C)c3ccccc3)CC2)c1 (stereo not given)	3.2%	3%	-13%	1%	11%
O=S(=O)(Nc1nc2ccccc2[nH]1)c1ccc(Cl)cc1	i	0%	-8%	-3%	29%
COc1ccccc1/C=C/C(=O)Nc1cccnc1	2.0%	-8%	0%	3%	-17%
CCOc1ccc(S(=O)(=O)N2CCC(C(=O)NCC(=O)Nc3cccc(Cl)c3C)CC2)cc1	3.3%	-8%	13%	.	19%
COc1cccc(C(=O)N2c3ccccc3Sc3ccccc32)c1	i	-7%	7%	-5%	4%
CC(C)(C)NC(=O)Nc1ccc2nccnc2c1	2.2%	0%	4%	-15%	-2%
Cc1onc(-c2ccc(Cl)cc2Cl)c1-c1csc(N/N=C/c2ccccc2)n1	4.0%	-21%	-1%	-8%	4%
CCCCCCCCCCCCCCCC[n+]1ccc(/C=N/O)cc1	i	-1%	59%	26µM*	?
Nc1nnc(SCCN2C(=O)c3ccccc3S2(=O)=O)s1	0.9%	-11%	-1%	10%	-17%
COc1ccc(C2=NO[C@@H]3C(=O)N(c4ccc(C)cc4C)C(=O)[C@H]23)cc1OC	1.2%	2%	-13%	-2%	-10%
O=C(O)CC(c1ccc(Cl)cc1)N1C(=O)CCC1=O (stereo not given)	i	-4%	-3%	1%	0%
COc1ccc(/C=N/NC(=O)C[n+]2ccccc2)c(OC)c1	0.1%	-5%	1%	17%	1%
c1ccc(-c2ccc(CN3C[C@@H]4C(c5ccccc5)C5(c6ccccc6)CC4(C5)[C@H]3c3ccccc3)cc2)cc1 (stereo not given in full)	0.3%	-3%	-1%	-7%	10%	inhibitors of VEEV 10K pilot screen=0.9
COc1ccc(Nc2nc(-c3ccc(OC)cc3)cs2)cc1	3.0%	-8%	0%	5%	16%
O=c1[nH]nnc2cc(Cl)ccc12	0.6%	-7%	.	.	.
NC(=O)c1ccc(NC(=O)COC(=O)CCN=C2NS(=O)(=O)c3ccccc32)cc1	0.8%	-8%	-10%	.	-6%
COCCn1c(SCC(=O)Nc2c(C)n(C)n(-c3ccccc3)c2=O)nc2ccccc2c1=O	1.0%	1%	-8%	.	2%
CCOC(=O)c1ccc(NC(=O)C2CCCN(S(=O)(=O)c3cnc[nH]3)C2)cc1 (stereo not given)	0.7%	3%	-4%	-11%	.
O=C(COc1ccccc1)NNC1=NS(=O)(=O)c2ccccc21	4.8%	5%	-1%	6%	-4%
COc1ccc(C(C(=O)NC(C)(C)C)N(Cc2ccco2)C(=O)CCC(=O)Nc2ccccn2)cc1 (stereo not given)	1.0%	7%	6%	0%	4%
COc1ccc(-c2csc(NC(C)c3nc4cc(C(F)(F)F)ccc4n3CCOCCO)n2)cc1 (stereo not given)	1.7%	3%	-8%	-1%	21%
Cc1nn(-c2ccc(F)cc2)c(N)c1C1(O)C(=O)Nc2ccccc21 (stereo not given)	1.5%	1%	1%	0%	2%
CC(C(=O)Nc1ccccc1Cl)c1ccc([N+](=O)[O-])cc1 (stereo not given)	i	7%	-2%	-2%	4%
Cc1[nH]c(C)c(S(=O)(=O)NCCc2ccc(S(N)(=O)=O)cc2)c1C(=O)N1CCCC1	2.0%	-2%	4%	0%	2%
COc1ccc(CCNC(=O)c2ccccc2NS(=O)(=O)c2cc(C(=O)O)ccc2OC)cc1	9.2%	-8%	-2%	-7%	-3%
Cc1cc(C)c(C#N)c(Nc2ccccc2C)n1	0.4%	-6%	12%	0%	-8%
Cc1cc2c(=O)n(C)c(SCC(=O)Nc3cccc(O)c3)nc2s1	2.7%	9%	-5%	0%	28%
O=C(NCCc1ccccc1)c1oc2ccccc2c1COc1ccccc1	1.6%	-5%	5%	-12%	51%
O=C(CN1C(=O)/C(=C2\SC(=S)N(C3CCS(=O)(=O)C3)C2=O)c2ccccc21)Nc1ccccc1 (stereo not given)	5.9%	3%	2%	-4%	-9%
O=S(=O)(NCCOc1ccccc1)c1ccc2ccccc2c1	i	-2%	-12%	13%	-3%
c1ccc(CNc2ccccn2)cc1	i	0%	-16%	-10%	-19%
CCN(CC(=O)Nc1c(F)cccc1F)C(=O)c1ccc(-n2cncn2)c([N+](=O)[O-])c1	0.4%	-8%	-1%	-5%	-7%
CCOC(=O)N1CCN(C(=O)CSc2ncnc3ccccc23)CC1	9.4%	24%	-3%	-1%	.
Cc1cccc(OCc2nnc(SCC(=O)Nc3ccc(C)c(Cl)c3)o2)c1	0.9%	-1%	?	21%	68%
COc1cc(/C=N/NC(=S)NCCN2CCOCC2)cc(OC)c1OC	0.4%	-1%	-3%	-4%	-4%
Cc1cc(C)c(S(=O)(=O)N2CCN(C(=O)N3CCOCC3)CC2)c(C)c1	0.4%	-6%	-2%	4%	7%
Clc1cccc(-c2ccc(CNCCCN3CCOCC3)o2)c1	0.9%	-2%	-1%	25%	-20%
O=[N+]([O-])c1ccc(CSc2ccc(S(=O)(=O)N3CCCCCC3)cn2)cc1	1.8%	-8%	.	.	.
C=CCCC(=O)N1CCCC(Cc2cccc(Cl)c2)(C(=O)OCC)C1 (stereo not given)	i	2%	2%	-4%	20%
COc1ccc(OCC(O)CNC(=O)c2sccc2Cl)cc1 (stereo not given)	2.1%	1%	9%	6%	8%
CSc1ccc(S(=O)(=O)Nc2ccc(F)cc2)cc1	1.6%	-3%	2%	4%	7%
Cc1ccccc1-n1c(SC(C)C(N)=O)nnc1-c1cccnc1 (stereo not given)	0.4%	1%	-1%	-3%	13%
Cc1cccc(OCCNC(=O)c2cc(-n3cnnc3)ccc2Cl)c1	1.9%	0%	-6%	-7%	4%
COc1cc(OC)c(OC)cc1CNCCc1ccc2c(c1)OCO2	i	-7%	-1%	8%	14%
COc1ccc(N(CC(=O)NCCSCc2ccc(C)cc2)S(=O)(=O)c2ccccc2)cc1	7.8%	1%	-4%	0%	3%
CCCCNc1c([N+](=O)[O-])ncn1C	i	.	-1%	5%	14%
COc1ccc(Br)cc1CSC(=N)N	5.8%	0%	10%	15%	4%
CC(C)CCC(C(=O)NC(C)c1ccccc1)C(=O)NC(C)c1ccccc1 (stereo not given)	4.7%	-2%	-1%	-10%	-6%
CCCCc1cc(=O)oc2cc(C)cc(OC(C)C(=O)NCc3cccnc3)c12 (stereo not given)	5.8%	3%	-2%	-13%	33%
N#Cc1c(-c2ccco2)cc(-c2cccnc2)nc1N	1.1%	-5%	-7%	-9%	17%
CCCCc1c(O)nc2sccn2c1=O	0.9%	-1%	8%	1%	4%
COCc1ccc(C(=O)N(C)CC2CCCN(CCc3ccccc3F)C2)o1 (stereo not given)	i	11%	0%	6%	6%
N#CC1=C(N)Oc2ccc3ccc(O)cc3c2C1c1cccnc1 (stereo not given)	0.1%	-6%	5%	-3%	3%
COc1ccc(-c2ccc3c(c2)S(=O)(=O)c2cccc(C(=O)NC[C@@H]4CCCO4)c2C3=O)cc1OC	8.4%	-87%	0%	.	-2%
CCCOc1ccc(-c2nc(C#N)c(NCC3CCCO3)o2)cc1 (stereo not given)	i	12%	?	-7%	32%
CCN1CCN(c2nc(Nc3ccccc3)nc(N)c2[N+](=O)[O-])CC1	0.2%	-8%	-1%	3%	0%

A draw from above in order of SMILES length, rising.
SMILES	inhibitors of VEEV	influenza NS1A	M. tuberculosis HTS	Salmonella PhoP GFP	tuberculosis growth	others
N#CC1=C(N)Oc2ccc3ccc(O)cc3c2C1c1cccnc1 (stereo not given)	0.1%	-6%	5%	-3%	3%
Cc1nn(-c2ccc(F)cc2)c(N)c1C1(O)C(=O)Nc2ccccc21 (stereo not given)	1.5%	1%	1%	0%	2%
O=C(Cn1cc(C(=O)C2CC2)c2ccccc21)NCc1ccc2c(c1)OCO2	8.1%	4%	-5%	6%	4%
Cc1onc(-c2ccc(Cl)cc2Cl)c1-c1csc(N/N=C/c2ccccc2)n1	4.0%	-21%	-1%	-8%	4%
COc1ccc(-c2ccc3c(c2)S(=O)(=O)c2cccc(C(=O)NC[C@@H]4CCCO4)c2C3=O)cc1OC	8.4%	-87%	0%	.	-2%

Next part:
SMILES	inhibitors of VEEV	influenza NS1A	M. tuberculosis HTS	Salmonella PhoP GFP	tuberculosis growth	others
COc1ccccc1-n1cnnc1SCC(=O)N1CCN(S(=O)(=O)c2ccccc2)CC1	3.6%	-9%	3%	-5%&-4%	23%
CCN(CC)CCN(C(=O)c1ccc2c(c1)CCCC2)c1nc2c(C)cccc2s1	3.4%	-3%	-3%	-6%	40%
Cc1cc(C)cc(NC(=O)CCn2cnc3cc(C)c(C)cc32)c1	0.2%	2%	63%	4%	33%
Cc1ccc(OCC(=O)NC(C)c2ccccc2)cc1C (stereo not given)	1.1%	-5%	0%	0%	29%
COc1ccc(CCN2CC(C(=O)N(C)Cc3cccnc3)CC2=O)cc1OC (stereo not given)	1.4%	-1%	-9%	.	-25%
Cc1cc(C)n(C(=O)CSc2nc3ccccc3o2)n1	1.6%	3%	1%	-12%	18%
Cc1cc(C)n(-c2ccc(C(=O)N3CCN(S(=O)(=O)c4ccc(Cl)cc4)CC3)cc2)n1	3.3%	-4%	2%	.	29%
Cc1ccc(CNC(=O)CCS(=O)(=O)c2ccc(Cl)cc2)cc1	0.6%	1%	-1%	1%	-7%
CC1=CC(C)[C@H](/C=N/n2c(=O)[nH]c3c([nH]c4ccc(Br)cc43)c2=O)C(C)C1 (stereo not given in full)	?	-2%	4%	-8%	-4%
CCOC(=O)C(O)(CC(=O)c1ccc(OC)cc1)C(F)(F)F (stereo not given)	1.7%	12%	10%	-11%	10%
CC(C)CNC(=O)Nc1ccccc1F	i	-5%	-5%	6%	2%
CC(C)NC(=O)Nc1ccc2c(c1)C(=O)N([C@H](C)CO)C[C@H](C)[C@@H](CN(C)S(=O)(=O)c1ccccc1)O2	0.5%	7%	8%	.	18%
CC1=C(C#N)C(c2ccccc2O)C(C#N)=C(C)N1	0.4%	-7%	5%	-15%	19%
Cn1c(=O)n(C)c2cc(NC(=O)c3ccc(F)cc3)ccc21	i	-1%	4%	-7%	34%
C=CC[C@@H](CC(=O)N(CCO)Cc1ccccc1)C(=O)NCCOC(=O)[C@@H](CC=C)Cc1ccc(F)cc1	i	-8%	0%	.	15%
Cn1ccnc1SCC(=O)Nc1cccc(C(F)(F)F)c1	0.1%	0%	-6%	4%	9%
O=C(C1CCCCN1S(=O)(=O)c1ccccc1[N+](=O)[O-])N1CCOCC1 (stereo not given)	1.7%	-3%	-2%	-7%	-14%
Cc1[nH]n(-c2ccccc2)c(=O)c1N=Nc1ccccc1C(=O)O	0.3%	0%	-6%	-7%	70%
Cc1nc2ccc(NC(=O)N3CCN(c4ccccn4)CC3)cc2s1	2.9%	2%	-4%	-9%	34%
Cc1nc(C)c(C(=O)OCC(=O)NCc2ccccc2)s1	0.1%	-3%	6%	.	1%
CN1CCN(c2ccc(NC(=O)c3ccc(C(F)(F)F)cc3)cn2)CC1	0.5%	0%	16%	23%	4%
O=C(Cc1ccccc1[N+](=O)[O-])NCc1ccc(Cl)cc1	i	-4%	0%	5%	-11%
COc1ccc(CN=C(NS(=O)(=O)c2cccs2)SC)cc1	2.1%	-12%	4%	-1%	-9%
O=C(Nc1cccc(-n2cccn2)c1)C1CCCN(Cc2cccc(F)c2F)C1 (stereo not given)	7.4%	-2%	11%	-4%	34%
FC(F)(F)c1cccc(NC(=S)N2CCCCCC2)c1	0.5%	-9%	3%	2%	21%
